Screening data as filed in PubChem BioAssay.
M1 PAM – human M1 muscarinic receptor positive allosteric modulators, primary screen, CHO-K1 cells, Fluo-8 calcium fluorescence, 1536-well | Muscarinic acetylcholine receptor M1 (Homo sapiens), P11229 | CHO-K1 hM1, ACh EC20; 0% = ACh EC20, 100% = maximal ACh | activation, % at 3 µM | 0.088% of 360,000 active; in the data active means activation above about 19%, passing the limit was not always enough
CHRM4 agonist – human M4 muscarinic receptor agonists, primary screen, CHO-K1 cells, Fluo-8 calcium fluorescence. CHO-K1 hM4/Gqi5; vehicle 0%, full acetylcholine response 100%. Muscarinic acetylcholine receptor M4 (Homo sapiens), P08173. activation, % at 3 µM. AID 624127, 2012. 0.14% of 360,000 active;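 active means activation above the run mean over all test wells plus 3 SD, cut at about 32% in these data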;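 further: peak over basal fluorescence ratio per well then scaled between controls; 0% = DMSO wells and 100% = acetylcholine at EC100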
Target sequence (P08173 whole entry, looked up): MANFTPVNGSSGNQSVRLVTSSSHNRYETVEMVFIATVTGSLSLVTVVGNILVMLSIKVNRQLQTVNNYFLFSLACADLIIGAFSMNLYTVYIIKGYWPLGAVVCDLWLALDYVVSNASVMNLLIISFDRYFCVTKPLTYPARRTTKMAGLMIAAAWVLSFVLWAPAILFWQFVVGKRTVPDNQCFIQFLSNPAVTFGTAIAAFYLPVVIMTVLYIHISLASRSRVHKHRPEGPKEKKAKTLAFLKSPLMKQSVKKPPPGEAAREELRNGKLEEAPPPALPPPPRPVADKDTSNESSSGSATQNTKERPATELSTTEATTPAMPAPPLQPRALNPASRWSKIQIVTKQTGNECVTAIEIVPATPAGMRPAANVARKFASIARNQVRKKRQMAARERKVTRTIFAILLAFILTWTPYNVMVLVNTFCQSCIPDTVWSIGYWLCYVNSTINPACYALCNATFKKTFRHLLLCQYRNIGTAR
M4 antag – human M4 muscarinic receptor antagonists, primary screen, CHO cells, Fluo-8 calcium fluorescence | Muscarinic acetylcholine receptor M4 (Homo sapiens), P08173 | CHO-hM4 cells, ACh EC80 | inhibition, % at 3 µM | 0.73% of 360,000 active | AID 624125, 2012;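 active means inhibition above its plate's cutoff, the mean inhibition of sample wells plus 3 SD, cut at about 27% in these data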;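 further: 0% = acetylcholine EC80 with DMSO and 100% = DMSO without agonist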
OXTR potentiate – human OXTR potentiators, primary screen, fluorescence, CHO-OTR cells, Fluo-8 calcium; Oxytocin receptor (Homo sapiens), P30559; Fluo-8 calcium fluorescence, potentiator mode; 0% = oxytocin EC15, 100% = EC100; activation, % at 3 µM; 0.061% of 320,000 active; AID 2445, 2010;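 active means activation above that plate's cutoff, the mean activation of tested compounds plus 3 SD, cut at about 6.6% in these data, passing the limit was not always enough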;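 further: 100% uses oxytocin at 75 nM as the full agonist control; some results filed as inactive read as strong as hits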
Target sequence (P30559 whole entry, looked up): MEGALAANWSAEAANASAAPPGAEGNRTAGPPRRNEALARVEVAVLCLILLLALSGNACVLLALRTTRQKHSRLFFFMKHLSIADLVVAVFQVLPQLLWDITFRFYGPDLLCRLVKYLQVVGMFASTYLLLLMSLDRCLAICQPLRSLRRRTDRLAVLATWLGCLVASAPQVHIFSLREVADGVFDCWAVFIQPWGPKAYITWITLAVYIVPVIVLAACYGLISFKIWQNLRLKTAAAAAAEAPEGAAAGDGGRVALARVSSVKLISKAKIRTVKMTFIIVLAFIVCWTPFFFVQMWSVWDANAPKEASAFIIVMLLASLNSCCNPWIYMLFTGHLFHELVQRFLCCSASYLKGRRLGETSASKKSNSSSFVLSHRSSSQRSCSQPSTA
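Material: human OTR in CHO cells. Compound: 3.0 µM, one dose. Timing: compound 6 min at room temperature before oxytocin, 100 s read. Evaluation: % activation of max/min ratio relative to oxytocin controls. Replication: single well per compound, singlicate. Signal: Fluo-8 calcium dye fluorescence.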
CHO-K1 Ca antag – counter-screen for M1 antagonists: effect in parental CHO-K1 cells. ATP-induced calcium, Fluo-8 fluorescence. inhibition, % at 3 µM. 0.6% of 360,000 active;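 active means inhibition above a per-plate cutoff, the plate's mean sample inhibition plus 3 SD, cut at about 24% in these data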;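 further: 0% = DMSO plus EC80 ATP and 100% = DMSO alone without ATP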
CHO-K1 Ca ag – counter-screen for M1 agonists: effect in parental CHO-K1 cells | 0.48% of 360,000 active | AID 602248, 2012 | Fluo-8 calcium fluorescence; scaled to maximal ATP response, vehicle zero | activation, % at 3 µM; in the data active means activation above about 15%;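 further: untransfected CHO-K1 host cells lacking M1 receptor as counterscreen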
M1 ag – human M1 muscarinic receptor agonists, primary screen, Fluo-8 calcium fluorescence, CHO-K1 cells, HTS; CHO-K1 hM1, agonist mode; 0% DMSO, 100% acetylcholine EC100; activation, % at 3 µM; 0.33% of 360,000 active; AID 588814, 2011;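 active means activation above the run's mean compound activation plus 3 SD, cut at about 16% in these data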;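 further: peak over basal fluorescence ratio within a 140 s kinetic read after compound addition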
CHO parental Ca – ATP-evoked calcium signal inhibitors, parental CHO, primary screen, counter-screen for OX1R antagonist project, cell-based, fluorescence, Fluo-8 calcium dye | parental CHO-K1, ATP-induced calcium, Fluo-8 fluorescence | inhibition, % at 5.6 µM | 0.63% of 330,000 active | AID 463079, 2010;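 active means inhibition above that plate's mean sample inhibition plus 3 SD, cut at about 26% in these data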;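 further: 0% = ATP-challenged DMSO wells and 100% = DMSO wells without ATP; some compounds past the cut are filed as inactive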
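Test system: untransfected parental CHO cell line. Compound: one dose, 5.6 µM nominal. Detection: intracellular calcium via Fluo-8 no-wash fluorescent dye. Measure: % inhibition. Benchmarks: ATP-challenged DMSO wells low, unchallenged DMSO wells high.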
CHRM1 antagonist – human M1 muscarinic receptor antagonists, primary screen, CHO-K1 cells, Fluo-8 calcium fluorescence, 1536-well; 1.3% of 360,000 active; CHO-K1 hM1, ACh EC80 antagonist; inhibition, % at 3 µM;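 active means percent inhibition above its own plate's cutoff, namely the mean of that plate's compound wells plus 3 SD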;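 further: peak over basal fluorescence ratio during 140 s after agonist addition; 0% = ACh EC80 plus DMSO and 100% = DMSO alone without agonist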
An asterisk follows results filed as active; . = not tested or not shown.

SMILES	M1 PAM	CHRM4 agonist	M4 antag	OXTR potentiate	CHO-K1 Ca antag	CHO-K1 Ca ag	M1 ag	CHO parental Ca	CHRM1 antagonist
CCOC(=O)c1cc(CC)sc1NC(=O)COC(=O)c1cnccn1	11	-1	-1	2	-5	1.1	-2	-1	-17
CCc1ccc(/C=N/NC(=O)c2nnn(-c3nonc3N)c2CN2CCOCC2)cc1	2	2	1	-2	-7	0.7	-2	0	-4
CC(C)[C@H](NC(=O)N1CC(=O)Nc2ccccc21)C(=O)N1CCC(C(=O)O)CC1	1	0	0	-1	-6	0.3	-1	0	1
COc1ccc(Cn2nnnc2C(c2ccccc2Cl)N2CCN(C)CC2)cc1 (stereo not drawn)	6	1	-3	.	-7	0.4	-6	.	-27
O=C(CN1CCCC1)Nc1ccc(S(=O)(=O)N2CCCCC2)cc1	-5	1	5	-11	-12	0.7	-12	0	-7
Cc1ccc(NC(=O)CSc2nnc(-c3ccncc3)o2)cc1	-9	0	2	-2	21	0.1	-1	-11	12
CCOC(=O)Cc1c(C)nc2c(-c3cccc(Br)c3)c[nH]n2c1=O	1	-1	9	-30	-10	-0.3	-5	-3	-3
CC(=O)c1nc(N2C(=O)CC(Cc3cccc(C)c3)C2=O)sc1C (stereo not drawn)	3	1	-16	-4	-33	0.1	-2	-7	-36
Cc1ccc(S(=O)(=O)CCC(=O)OCC(=O)N2CCc3ccccc32)cc1	-2	1	6	-7	-6	0.1	-5	-24	0
Cc1ccc(N2C(=O)C(Cc3ccccc3)NC2=S)cc1 (stereo not drawn)	11	-2	6	-3	-2	-0.9	10	-14	-4
C[C@H]1CN(S(=O)C(C)(C)C)[C@H](CCO)/C1=C\CCO (stereo partly drawn)	2	1	-1	.	-11	0.4	-4	.	-8
COC(CNC(=O)c1ccc2c(=O)n(Cc3ccc4c(c3)OCO4)c(=S)[nH]c2c1)OC	-6	0	8	.	5	0.3	-1	.	9
CCOc1ccc(-n2nnc3c(=O)n(CC(=O)N4CCCc5ccccc54)cnc32)cc1	-32	0	88*	-3	4	-0.7	-10	-7	74*
O=C(O)c1cc(N/N=C/c2ccc(-c3ccccc3)cc2)ccc1Cl	7	1	3	.	-6	-0.4	-3	.	-10
CC1(C(=O)Nc2ccc(Cl)c(Cl)c2)CCN1C(=O)C1CCCCC1 (stereo not drawn)	-9	1	-16	.	-12	0.5	-7	.	4
Cc1ccccc1S(=O)(=O)N(C)C[C@@H]1OCc2cnnn2CCCC(=O)N([C@@H](C)CO)C[C@@H]1C	-7	-1	4	.	-8	-0.1	-10	.	-2
CCCCN(CCCC)C(=O)c1nsnc1-c1ccccc1O	-2	-1	6	2	-3	0.4	-4	-18	-1
Nc1nc(Nc2cccc(Cl)c2)nc(NCc2ccco2)c1[N+](=O)[O-]	-4	1	-8	-2	-4	-0.3	-2	-17	11
COc1ccc(-c2ccc(C(=O)Nc3ccc(Cl)cc3)c3occc23)c(C)c1	-7	0	3	.	-1	0.5	-4	.	9
C[C@H](NC(=O)Nc1ccc2c(c1)OCCO2)C(=O)O	0	0	-1	2	0	-0.4	-2	-2	4
CC(C)CC(=O)N1CCN(c2ccc([N+](=O)[O-])c(NCc3ccccc3)c2)CC1	-6	5	-4	-14	-5	2.1	-2	-32	10
CCN=C1SC(CC(=O)NC2CCCCC2)C(=O)N1CC (stereo not drawn)	10	0	5	-4	-5	1.0	-5	1	-12
COc1ccc(Cl)cc1Nc1ncnc2sc(C)c(S(=O)(=O)N3CCC(C)CC3)c12	13	1	-12	1	7	0.4	0	-8	-13
CNC(=O)NC(=O)COC(=O)c1cccc(S(=O)(=O)N2CC3(C)CC2CC(C)(C)C3)c1 (stereo not drawn)	-5	3	3	-5	3	0.2	-2	-18	11
O=C(CSc1nnc(-c2cccnc2)n1Cc1ccco1)N1c2ccccc2Sc2ccccc21	0	3	-4	-8	1	1.7	-5	-7	6
COc1ccc(CCC(=O)Nc2ccc(Br)cn2)cc1	-3	2	-4	-1	-8	7.3	-11	2	8
Cc1ccccc1OCC(=O)NNC(=O)CCc1ccccc1	1	1	3	-8	-11	1.4	-4	-11	2
CSc1nsc(SCC(=O)Nc2ccc(C(N)=O)cc2)n1	6	1	6	-9	-10	1.6	-4	0	-4
C[C@H]1CN([C@@H](C)CO)C(=O)CCCn2nncc2CO[C@@H]1CN(C)S(=O)(=O)c1cccc(F)c1	2	1	-17	.	-13	0.5	-3	.	-14
O=C(CCC1CCCCC1)Nc1cccc(C(=O)Nc2ccc(C(=O)O)cc2)c1	1	-1	-9	-11	-9	0.1	-3	-5	-3
COC(=O)c1[nH]c2ccc(Br)cc2c1NC(=O)CN1CCCc2ccccc21	1	3	2	-8	5	1.5	-5	-13	-8
COc1ccc(C(=O)N2CCCCCC2)cc1OC1CCN(C(C)C)CC1	9	1	-11	-1	-8	1.1	-7	-5	-11
COc1ccccc1NC(=O)CSc1nnc(-c2ccoc2C)n1C	10	1	-9	-10	-1	1.4	3	-7	-12
CCC(CC)C(=O)Nc1cccc(C(=O)N2CCCC2)c1	2	0	1	0	-23	-0.3	-4	-3	-7
COc1ccc2c(c1)c(C(=O)CN1CCN(C(=O)c3ccco3)CC1)c(C)n2C	7	1	4	0	-5	0.1	0	-10	-6
O=[N+]([O-])c1ccc(O)c(C(C#Cc2ccccc2)N2CCOCC2)c1 (stereo not drawn)	8	7	8	-7	-17	11	3	9	-8
Cc1ccc2c(c1)c(C)c(C)n2CC(O)CN1CCCCC1C (stereo not drawn)	-3	3	-1	8	1	0.0	-12	-12	-1
CCCNC(=O)C1(C)CCCN(Cc2ccccc2Cl)C1 (stereo not drawn)	-10	0	-10	.	-2	0.1	-10	.	15
COC(=O)c1cc2c(ccn2-c2ccc(F)cc2)n1Cc1cccc(OC)c1	10	1	0	8	12	-0.1	-4	-18	-3
CC(C)(C)OC(=O)N1CCC[C@H]1C(=O)NCc1ccc(Cl)cc1Cl	-2	1	-14	-6	-15	0.9	-5	-23	-12
COC(=O)c1nc(NC(=O)C(C)(C)C)n[nH]1	1	0	22	-6	-7	0.4	-3	3	-4
CC(C)NC(=S)N1CCC(Cc2ccccc2)CC1	6	0	2	0	4	-0.8	-3	-12	-3
O=C1C2CC=CCC2C(=O)N1c1nc2n(n1)C(c1ccccc1)CC(c1ccccc1)N2 (stereo not drawn)	-3	2	-3	-16	-13	0.7	-2	-22	8
COc1ccc(/C(O)=C2\C(=O)C(=O)N(c3cc(C)on3)C2c2ccc(OC)c(OC)c2)cc1OC (stereo not drawn)	7	0	2	-7	-11	0.5	-2	-3	-6
COc1ccc(C(=O)/C=C/c2ccc(OC)c(Cn3nnc4ccccc43)c2)cc1	-1	5	0	1	-5	3.0	-4	-22	1

Entries above printed as active in CHRM1 antagonist.
molecule	M1 PAM	CHRM4 agonist	M4 antag	OXTR potentiate	M1 ag	CHRM1 antagonist
CCOc1ccc(-n2nnc3c(=O)n(CC(=O)N4CCCc5ccccc54)cnc32)cc1	-32	0	88*	-3	-10	74*

Continuation.
SMILES	M1 PAM	CHRM4 agonist	M4 antag	OXTR potentiate	CHO-K1 Ca antag	CHO-K1 Ca ag	M1 ag	CHO parental Ca	CHRM1 antagonist
CCOc1cc(/C=N\n2nnnc2N)ccc1O	2	0	4	3	-7	2.6	-5	-9	0
Cc1nonc1NC(=O)CSc1nnc(-c2ccoc2C)n1C	2	0	2	-3	0	-0.3	-3	-14	-24
O=C(NCCCn1ccnc1)c1sc2cc([N+](=O)[O-])ccc2c1Cl	2	3	-13	.	4	0.6	-9	.	-5
O=C(COC(=O)c1cc(-c2ccccc2)nc2ccccc12)NCC1CCCO1 (stereo not drawn)	3	1	2	-11	-9	0.6	-5	-14	-3
CC1=C(C(=O)Nc2ccccc2C)C(c2cccs2)NC(=S)N1 (stereo not drawn)	3	1	0	-4	16	-0.6	1	-4	-1
Cc1ccccc1-n1c(SCc2ccccn2)nc2n[nH]c(C)c2c1=N	-7	7	5	-15	-3	5.2	0	-17	11
COc1cc(COCC(O)CN2CCCCC2C)cc(OC)c1OC (stereo not drawn)	9	0	2	1	-9	1.2	-8	-7	-16
COc1ccc(C(=O)/C=C/c2ccc(OC)c(COc3ccc(F)cc3)c2)cc1	7	3	0	-3	-20	0.4	-2	-21	-5
Cc1ccc(OCCCCN2CCCCC2)c(Br)c1	-19	5	3	-3	2	1.0	-9	-16	23
Cc1cc(CSc2ccccc2C(=O)O)on1	4	3	-34	3	-15	1.1	-3	5	-11
Cc1[nH]c2ccc(C(=O)N3CCN(c4ccccn4)CC3)cc2c1C	-1	4	5	-16	-9	3.1	-3	-5	1
CCC(CC)C(=O)Nc1cccc(C(=O)Nc2nccs2)c1	1	12	7	-7	14	12	0	-15	-3
CC(=O)Nc1ccc(Sc2ccccc2C(=O)O)c(C(=O)O)c1	3	0	-6	-11	-3	0.6	-1	-4	-2
CC(=O)Nc1ccc(CC(=O)Nc2ccc3c(c2)OC2(CCCC2)O3)cc1	1	1	-3	.	6	1.3	-3	.	2
CCCCCn1c(N)c(-c2nc3ccccc3o2)c2c([N+](=O)[O-])nn(CC)c(=O)c21	3	1	3	-3	11	-0.3	-7	-9	3

Single records (already shown). Order of screens: M1 PAM	CHRM4 agonist	M4 antag	OXTR potentiate	CHO-K1 Ca antag	CHO-K1 Ca ag	M1 ag	CHO parental Ca	CHRM1 antagonist
`CC1=C(C(=O)Nc2ccccc2C)C(c2cccs2)NC(=S)N1` (stereo not drawn) is entered as 3	1	0	-4	16	-0.6	1	-4	-1
`COc1cc(COCC(O)CN2CCCCC2C)cc(OC)c1OC` (stereo not drawn) is entered as 9	0	2	1	-9	1.2	-8	-7	-16
`CC(=O)Nc1ccc(Sc2ccccc2C(=O)O)c(C(=O)O)c1` is entered as 3	0	-6	-11	-3	0.6	-1	-4	-2

Other results:
SMILES	M1 PAM	CHRM4 agonist	M4 antag	OXTR potentiate	CHO-K1 Ca antag	CHO-K1 Ca ag	M1 ag	CHO parental Ca	CHRM1 antagonist
O=C(OC1CCCCC1=O)c1cc(Cl)ccc1[N+](=O)[O-] (stereo not drawn)	1	0	4	-7	1	0.0	-8	-22	0
O=S(=O)(c1ccc(NC(=S)NN=C(Cc2ccccc2)Cc2ccccc2)cc1)N1CCOCC1	-7	1	2	-12	5	-0.7	-14	-27	2
CC(=O)O[C@H]1CC[C@@]2(C)C(=CC[C@H]3[C@@H]4CC[C@H](C(C)=O)[C@@]4(C)CC[C@@H]32)C1	-2	2	-8	-1	-8	0.0	0	5	-17
CCOC(=O)c1ccc(N=Cc2nc3ccccc3n2C)cc1	-8	1	9	-1	-11	0.7	-9	-19	2
CC(=O)N1CCc2cc(S(=O)(=O)CCC(=O)NCc3ccc(Cl)cc3)ccc21	10	6	-9	-17	8	2.7	-1	-22	3
COc1cccc(NC(=O)Nc2cc(C)ccc2OC)c1	5	1	1	-5	-9	0.4	-8	-12	-4
